SKN-1 block: C. elegans SKN-1 inhibition; C. elegans VP596 Pgst-4::GFP/RFP ratio, acrylamide-induced, 24 h; hit rate 0.49% among 360,000; inhibition, % at 21.8 µM;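 active means interference check ratio from 0.5 to 1.5 plus GFP to RFP signal ratio inhibition reaching or exceeding a fixed threshold, cut at about 30% in these data, passing the limit was not always enough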; further: some compounds called inactive have numbers as strong as hits
STEP block: blocks human striatal-enriched tyrosine phosphatase | inhibition, % at 20 µM | hit rate 0.25% among 360,000 | recombinant STEP, OMFP fluorogenic substrate, fluorescence | P54829;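 active means inhibition at 20 µM, scaled per plate between control wells, above about 37%, limit read from the data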;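 further: 0% = DMSO with enzyme and substrate and 100% = substrate only without enzyme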
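Material: STEP (striatal-enriched tyrosine phosphatase) enzyme, cell-free; Compound dosing: 20 µM single dose in 1% DMSO; Technique: fluorescence read at 480 nm ex / 540 nm em; Times: reaction 20 min, ambient temperature; Medium: 50 mM Bis-Tris pH 6.0 with 2.5 mM DTT and 0.005% Tween 20; Also added: OMFP at 25 µM.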
SUMO1 PPI mod: modulators of human SUMO1-mediated protein-protein interactions; SUMO1 binding to a labelled peptide, TR-FRET, 1 h; inhibition, % at 20 µM; hit rate 0.33% among 360,000; AID 602429; in the data active means inhibition above about 37%
Tb MetRS inh: Trypanosoma brucei MetRS inhibition; purified T. brucei MetRS, ATP depletion, Kinase-Glo luminescence; inhibition, % at 11.9 µM; hit rate 0.4% among 360,000; AID 624268;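 active means inhibition above a per-plate cutoff of the control wells' mean inhibition plus 3 SD, cut at about 5.5% in these data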;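 further: 0% = DMSO wells median and 100% = median of wells with control inhibitor compound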
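technique = Kinase-Glo luminescence, ATP depletion format | system = purified MetRS (methionyl-tRNA synthetase) enzyme from Trypanosoma brucei | timing = 15 min preincubation, 2 h reaction, all 25 °C | evaluation = percent inhibition versus plate control medians | dosing = single dose, 11.9 µM final nominal, 0.9% final DMSO | also added = substrates ATP, L-methionine and bulk Escherichia coli tRNA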
NadD block: NadD (S. aureus) enzyme inhibition. inhibition, % at 20 µM. hit rate 0.78% among 360,000. purified NadD enzyme, colorimetric absorbance read-out; in the data active means inhibition above about 26%; further: some compounds past the cut are filed as inactive
LMPTP block: blocks human LMPTP phosphatase. recombinant LMPTP-A, OMFP fluorogenic substrate, fluorescence intensity. inhibition, % at 20 µM. hit rate 0.22% among 360,000. AID 651560;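 active means compounds that cut the enzyme signal by at least half of the control window in the single-dose screen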;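 further: plate controls were DMSO wells with enzyme plus substrate for no effect and substrate without enzyme for full effect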
Target sequence (P24666 whole entry, looked up): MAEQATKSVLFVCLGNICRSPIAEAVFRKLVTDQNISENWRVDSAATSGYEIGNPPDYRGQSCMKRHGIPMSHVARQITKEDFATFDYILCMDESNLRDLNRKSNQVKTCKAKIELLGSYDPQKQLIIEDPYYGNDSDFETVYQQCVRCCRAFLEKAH
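Material: LMPTP-A; amount: 0.625 nM enzyme; doses: single 20 µM dose; times: reaction 50 min, room temperature, dark; technique: fluorescence intensity of OMFP turnover product; benchmarks: no-enzyme and uninhibited controls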
Neddylation inh: cullin neddylation inhibition; P61081+Q13564; hit rate 0.58% among 360,000; AID 651699; calls only at 25 µM; TR-FRET cullin neddylation, biochemical; in the data active means inhibition above about 36%
DNMT1 inh: inhibitors of human DNMT1 | P26358 | DNMT1 molecular beacon, Hinp1I cleavage, fluorescence | inhibition (reported as % activation of signal), % at 10 µM | hit rate 0.83% among 360,000; in the data active means inhibition above about 50%
NRP1-CendR mod: NRP-1/CendR interaction modulation; O14786; FAM-RPARPAR peptide binding to NRP-1, fluorescence polarization; inhibition, % at 25 µM; hit rate 0.85% among 360,000; AID 602438;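 active means inhibition or corrected inhibition above about 18%, plus a signal ratio from 0.5 to 1.5, limit read from the data, passing the limit was not always enough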; further: strong numbers were not always called active
Target sequence (O14786 whole entry, looked up): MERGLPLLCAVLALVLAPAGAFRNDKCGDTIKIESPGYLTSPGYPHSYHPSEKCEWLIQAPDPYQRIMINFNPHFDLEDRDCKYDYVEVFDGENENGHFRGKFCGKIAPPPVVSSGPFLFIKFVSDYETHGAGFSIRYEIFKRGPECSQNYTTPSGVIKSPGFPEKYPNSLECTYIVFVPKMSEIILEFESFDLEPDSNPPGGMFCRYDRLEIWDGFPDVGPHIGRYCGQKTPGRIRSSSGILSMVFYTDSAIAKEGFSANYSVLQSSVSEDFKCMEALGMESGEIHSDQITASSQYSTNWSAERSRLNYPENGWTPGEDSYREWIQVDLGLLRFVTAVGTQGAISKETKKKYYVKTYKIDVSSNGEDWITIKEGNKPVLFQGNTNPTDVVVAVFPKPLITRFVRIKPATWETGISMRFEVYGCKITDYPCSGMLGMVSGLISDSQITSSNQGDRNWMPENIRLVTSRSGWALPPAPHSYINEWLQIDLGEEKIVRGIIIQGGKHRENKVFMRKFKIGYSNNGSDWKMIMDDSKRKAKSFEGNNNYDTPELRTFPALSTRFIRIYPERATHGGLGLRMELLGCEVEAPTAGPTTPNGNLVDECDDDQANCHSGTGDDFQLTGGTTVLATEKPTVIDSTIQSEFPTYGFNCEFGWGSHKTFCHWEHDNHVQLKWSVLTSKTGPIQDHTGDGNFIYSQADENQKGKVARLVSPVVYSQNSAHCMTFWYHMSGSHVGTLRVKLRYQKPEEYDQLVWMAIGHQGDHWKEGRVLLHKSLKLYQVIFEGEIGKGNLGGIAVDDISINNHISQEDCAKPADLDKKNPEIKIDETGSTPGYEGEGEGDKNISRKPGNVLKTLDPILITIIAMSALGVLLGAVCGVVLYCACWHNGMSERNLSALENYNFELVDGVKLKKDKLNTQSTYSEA
Scp-1 inhibitor: inhibitors of human Scp-1 phosphatase | Q9GZU7 | Recombinant Scp1, phosphopeptide, malachite green phosphate absorbance | inhibition, % at 20 µM | hit rate 0.88% among 340,000 | AID 493091;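 active means inhibition above about 50% at 20 µM, limit read from the data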;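 further: plate controls were DMSO wells with enzyme for no effect and wells lacking enzyme for full effect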
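System: truncated SCP-1 phosphatase (76-261aa); medium: Tris acetate buffer pH 5.5 with MgCl2 and Tween-20; incubation: 45 min room-temperature reaction, 5 min colour, 30 min stabiliser; compound: single 20 µM dose, 1% DMSO; reagent: Phosphorylated 17-residue peptide substrate; read-out: % inhibition at 20 µM; technique: colorimetric free-phosphate detection, absorbance 630 nm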
Numbers without * were called inactive.

`Fc1ccc(C(CCNCc2ccccn2)c2ccc(Cl)cc2)cc1` (centres undefined) gave SKN-1 block -5, STEP block 2, SUMO1 PPI mod -3, Tb MetRS inh -1.3, NadD block -2, LMPTP block -1.6, Neddylation inh inactive, DNMT1 inh -1, NRP1-CendR mod 12 and Scp-1 inhibitor -6.
`Nc1nc(SCc2ccccn2)c2ncn(C3OC(CO)C(O)C3O)c2n1` (centres undefined) gave SKN-1 block 12, STEP block 0, SUMO1 PPI mod 6, Tb MetRS inh -0.2, NadD block 0, LMPTP block -0.4, Neddylation inh inactive, DNMT1 inh 0, NRP1-CendR mod 8 and Scp-1 inhibitor -4.
Screening CC(C)CC1Nc2ncnc(N3CCCCC3)c2N(Cc2ccccc2)C1=O (centres undefined) returned SKN-1 block 15, STEP block -2, SUMO1 PPI mod 4, Tb MetRS inh -0.5, NadD block 0, LMPTP block -1.8, Neddylation inh inactive, DNMT1 inh -2, NRP1-CendR mod 17 and Scp-1 inhibitor 0.
`CCOc1ccc(NC(=O)c2ccccc2SC)cc1` gave SKN-1 block -3, STEP block -2, SUMO1 PPI mod 3, Tb MetRS inh -0.4, NadD block -2, LMPTP block -2.1, Neddylation inh inactive, DNMT1 inh 25, NRP1-CendR mod 2 and Scp-1 inhibitor -7.
`CC(=O)Nc1cccc(-c2ccnc3c2CC(C)(C(=O)NCc2ccc(F)c(F)c2)O3)c1` (centres undefined) gave SKN-1 block 20, STEP block 3, SUMO1 PPI mod -2, Tb MetRS inh -0.1, NadD block -4, LMPTP block -0.6, Neddylation inh inactive, DNMT1 inh -8 and NRP1-CendR mod -7.
For Cc1cc(C(=O)NNC(=O)Cc2ccc(Cl)cc2)c(C)o1 the results were SKN-1 block 6, STEP block 2, SUMO1 PPI mod 4, Tb MetRS inh -0.4, NadD block 4, LMPTP block -0.6, Neddylation inh inactive, DNMT1 inh -2, NRP1-CendR mod -5 and Scp-1 inhibitor -3.
Screening Fc1ccc(COc2ccccc2CNc2nn[nH]n2)cc1 returned SKN-1 block -5, STEP block -1, SUMO1 PPI mod 1, Tb MetRS inh -0.3, NadD block 11, LMPTP block -1.2, Neddylation inh inactive, DNMT1 inh -2, NRP1-CendR mod -1 and Scp-1 inhibitor -7.
For COc1ccc2cc3cc(C(=O)NCCN4CCN(Cc5ccccc5)CC4)oc3nc2c1 the results were SKN-1 block 7, STEP block 3, SUMO1 PPI mod -18, Tb MetRS inh -0.5, NadD block -3, LMPTP block 2.0, DNMT1 inh 1, NRP1-CendR mod -19 and Scp-1 inhibitor 0.
Screening COc1ccc(C(CNC(=O)COc2ccc(F)cc2Br)N2CCCC2)cc1 (centres undefined) returned SKN-1 block -6, STEP block -2, SUMO1 PPI mod 1, Tb MetRS inh -0.8, NadD block -8, LMPTP block -2.1, Neddylation inh inactive, DNMT1 inh 0, NRP1-CendR mod -5 and Scp-1 inhibitor -6.
COc1ccc(CNC(=O)C2CCCN2)cc1OC (centres undefined) was read as SKN-1 block -2, STEP block -4, SUMO1 PPI mod 2, Tb MetRS inh -0.7, NadD block -1, LMPTP block -0.3, Neddylation inh inactive, DNMT1 inh 0, NRP1-CendR mod 16 and Scp-1 inhibitor 7.
COc1cc(NC(=O)CSc2nnc(C)s2)cc(OC)c1 was read as SKN-1 block 19, STEP block -1, SUMO1 PPI mod 1, Tb MetRS inh -0.7, NadD block -7, LMPTP block -0.1, Neddylation inh inactive, DNMT1 inh 1, NRP1-CendR mod 4 and Scp-1 inhibitor -10.
Cc1cc(C)c2nc(SCc3ccc([N+](=O)[O-])cc3)nc(C)c2c1 was read as SKN-1 block 9, STEP block -3, SUMO1 PPI mod 3, Tb MetRS inh -0.3, NadD block 4, LMPTP block -1.1, Neddylation inh inactive, DNMT1 inh -2, NRP1-CendR mod -7 and Scp-1 inhibitor 0.
For NC(=S)NN=Cc1ccc(OC(=O)COc2cc(Cl)c(Cl)cc2Cl)cn1 the results were SKN-1 block 2, STEP block -1, SUMO1 PPI mod -5, Tb MetRS inh 0.0, NadD block 20, LMPTP block 0.2, Neddylation inh inactive, DNMT1 inh -3 and NRP1-CendR mod 2.
Screening OC(c1ccccc1)(c1ccccc1)C1CCN(C(=S)NCCc2ccccc2)CC1 returned SKN-1 block 4, STEP block 16, SUMO1 PPI mod -6, Tb MetRS inh -0.7, NadD block -1, LMPTP block 4.3, Neddylation inh inactive, DNMT1 inh -11, NRP1-CendR mod 4 and Scp-1 inhibitor -11.
O=C(c1cccc(C(=O)N2CCC(O)(c3ccccc3)CC2)c1)N1CCC(O)(c2ccccc2)CC1 was read as SKN-1 block -13, STEP block 1, SUMO1 PPI mod -4, Tb MetRS inh -0.1, NadD block -3, LMPTP block 0.1, Neddylation inh inactive, DNMT1 inh 5, NRP1-CendR mod -3 and Scp-1 inhibitor -11.
`Cc1ccc(S(=O)(=O)N2CCCC2)cc1C(=O)NC1CCCCC1` gave SKN-1 block 14, STEP block 2, SUMO1 PPI mod -6, Tb MetRS inh -0.9, NadD block -4, LMPTP block -2.1, Neddylation inh inactive, DNMT1 inh 1, NRP1-CendR mod 8 and Scp-1 inhibitor 1.
`COc1ccc(N=C2NC(=O)/C(=C/c3ccc(O)c(OC)c3)S2)cc1` gave SKN-1 block 5, STEP block -2, SUMO1 PPI mod 3, Tb MetRS inh -0.2, NadD block 10, LMPTP block 1.4, Neddylation inh inactive, DNMT1 inh -9, NRP1-CendR mod -161 and Scp-1 inhibitor -4.
Screening COC(=O)C1=CN(c2cccc(OCc3ccccc3)c2)C(N)=C(C#N)C1c1ccccc1 (centres undefined) returned SKN-1 block 1, SUMO1 PPI mod -5, Tb MetRS inh -0.3, LMPTP block 2.6, Neddylation inh inactive and NRP1-CendR mod -15.
`COc1ccc(NC(=O)C2CCCN2C(=O)NC2CCCCC2)c(OC)c1` (centres undefined) gave SKN-1 block 9, STEP block 0, SUMO1 PPI mod -6, Tb MetRS inh -0.2, NadD block -4, LMPTP block -1.0, Neddylation inh inactive, DNMT1 inh 1, NRP1-CendR mod 5 and Scp-1 inhibitor -5.
CCc1ccc(CNC(=O)C2CCCN(S(=O)(=O)N3CC(C)CC(C)C3)C2)cc1 (centres undefined) was read as SKN-1 block -4, STEP block 2, SUMO1 PPI mod 0, Tb MetRS inh -0.5, NadD block -3, LMPTP block 0.7, Neddylation inh inactive, DNMT1 inh 9, NRP1-CendR mod 22* and Scp-1 inhibitor -10.
`O=[N+]([O-])c1ccc2c(c1)CNc1ccccc1O2` gave SKN-1 block -3, STEP block -3, SUMO1 PPI mod -22, Tb MetRS inh -1.0, NadD block -1, LMPTP block 0.1, Neddylation inh inactive, DNMT1 inh -1, NRP1-CendR mod -14 and Scp-1 inhibitor -1.
`COc1c(OC(C)=O)ccc(/C=N\NC(=O)c2ccc(Br)cc2)c1[N+](=O)[O-]` gave SKN-1 block -6, STEP block 0, SUMO1 PPI mod 11, Tb MetRS inh 0.8, NadD block 3, LMPTP block 2.2, Neddylation inh inactive, DNMT1 inh 3, NRP1-CendR mod -4 and Scp-1 inhibitor 2.
Screening O=C(c1ccccc1)c1ccc2ccccc2n1 returned SKN-1 block 22, STEP block -1, SUMO1 PPI mod -15, Tb MetRS inh -0.1, NadD block -1, LMPTP block 0.3, Neddylation inh inactive, DNMT1 inh 11, NRP1-CendR mod 8 and Scp-1 inhibitor -7.
For Cn1c(=O)[nH]c(=O)c2c1nc(N1CCN(CCO)CC1)n2Cc1ccccc1 the results were SKN-1 block 1, STEP block -2, SUMO1 PPI mod -1, Tb MetRS inh -0.5, NadD block 3, LMPTP block -4.0, Neddylation inh inactive, DNMT1 inh -1, NRP1-CendR mod -10 and Scp-1 inhibitor 0.
CC(C)(O)CCC(C)(C)O was read as SKN-1 block -21, STEP block 0, SUMO1 PPI mod 3, Tb MetRS inh -0.8, NadD block 3, LMPTP block 0.0, Neddylation inh inactive, DNMT1 inh -1, NRP1-CendR mod -11 and Scp-1 inhibitor -6.
Nc1[nH]nc2nc(NCc3ccccc3)c3c(c12)CCN(Cc1ccccc1)C3 was read as SKN-1 block -6, STEP block -1, SUMO1 PPI mod -2, Tb MetRS inh 1.4, NadD block 4, LMPTP block -1.4, Neddylation inh inactive, DNMT1 inh -8, NRP1-CendR mod -13 and Scp-1 inhibitor 4.
CN1CCN(C(=O)c2cc(Cl)cc(Cl)c2NC(=O)c2ccco2)CC1 was read as SKN-1 block 11, STEP block -4, SUMO1 PPI mod 1, Tb MetRS inh -0.3, NadD block -5, LMPTP block -2.2, Neddylation inh inactive, DNMT1 inh -1, NRP1-CendR mod -2 and Scp-1 inhibitor -7.
CCOC(=O)Cc1csc(NC(=O)c2ccco2)n1 was read as SKN-1 block 17, STEP block 2, SUMO1 PPI mod 0, Tb MetRS inh -0.1, NadD block -6, LMPTP block -0.7, Neddylation inh inactive, DNMT1 inh 1, NRP1-CendR mod -12 and Scp-1 inhibitor 0.
Screening CCOc1ccc(N(C(=O)c2ccccc2Cl)C2=NC(C)(C)CS2)cc1 returned SKN-1 block -4, STEP block -2, SUMO1 PPI mod 4, Tb MetRS inh 0.1, NadD block -4, LMPTP block -1.0, Neddylation inh inactive, DNMT1 inh -1, NRP1-CendR mod 2 and Scp-1 inhibitor -4.
Screening C=CCn1cc(C(=O)NCCCOCC)c(=O)c2cc(S(=O)(=O)N(CC)CC)ccc21 returned SKN-1 block -11, STEP block -1, SUMO1 PPI mod 1, Tb MetRS inh -0.7, NadD block -4, LMPTP block -1.1, Neddylation inh inactive, DNMT1 inh -1, NRP1-CendR mod -1 and Scp-1 inhibitor 3.
Cc1c(C)n(Cc2ccccc2)c2ncnc(NCCCN(C)C)c12 was read as SKN-1 block -2, STEP block -2, SUMO1 PPI mod 2, Tb MetRS inh -0.5, NadD block -3, LMPTP block -0.7, Neddylation inh inactive, DNMT1 inh -1, NRP1-CendR mod 4 and Scp-1 inhibitor -10.
Screening COc1ccc(OC)c(C2NC(=O)NC(C)=C2C(=O)OC2CCCCC2)c1 (centres undefined) returned SKN-1 block 11, STEP block -2, SUMO1 PPI mod 5, Tb MetRS inh -1.7, NadD block -6, LMPTP block -0.3, Neddylation inh inactive, DNMT1 inh -4, NRP1-CendR mod -8 and Scp-1 inhibitor -12.
Screening O=C(COC(=O)COc1ccccc1)NCCc1ccccc1 returned SKN-1 block 3, STEP block 0, SUMO1 PPI mod 6, Tb MetRS inh -0.6, NadD block -4, LMPTP block -1.3, Neddylation inh inactive, DNMT1 inh 0, NRP1-CendR mod 0 and Scp-1 inhibitor -1.

Screening results from PubChem BioAssay.
